High-throughput results (PubChem)
SENP8 block-1 – human SENP8 protease inhibitors, primary screen, biochemical, fluorescence, Nedd8 protein substrate, uHTS | recombinant SENP8 | AID 602440, 2012 | 0.64% of 360,000 active | inhibition, % at 20 µM | Sentrin-specific protease 8 (Homo sapiens), Q96LD8; in the data active = inhibition mostly above about 40%, no sharp cut-off; inactive = mostly below about 27%
SENP6 block – SENP6 protease inhibitors, primary screen, biochemical, luminescence, uHTS; Sentrin-specific protease 6 (Homo sapiens), Q9GZR1; Recombinant SENP6 catalytic domain, aminoluciferin luminescence; inhibition, % at 10 µM; 1.8% of 330,000 active; AID 2599, 2010;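 active = inhibition above about 50% at the single tested dose, limit read from the data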;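 also: plate controls were DMSO wells with enzyme for no effect and DMSO wells lacking enzyme for full effect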
SENP1 FRET inh – human SENP1 catalytic domain inhibitors, primary screen, biochemical, FRET, uHTS; Sentrin-specific protease 1 (Homo sapiens), Q9P0U3; recombinant SENP1 catalytic domain, CyPet-SUMO1-YPet FRET cleavage; inhibition, % at 10 µM; 0.21% of 360,000 active; AID 624204, 2012;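 active = inhibition at least 30% at 10 µM, raw YFP signal under a set limit, fluorescence ratio 0.5 to 1.5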;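 also: 0% = enzyme with DMSO and 100% = no enzyme wells; some results filed as inactive read as strong as hits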
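Test system: recombinant human SENP1 catalytic domain, His6-tagged / Medium: pH 8 Tris buffer with EDTA, NaCl, BME, BSA, NP40, catalase / Also added: SUMO1 FRET substrate flanked by Cypet and Ypet, 25 nM / Times: 50 min reaction at room temperature / Signal: FRET, CFP and YFP emission / Control set: no-enzyme low control and enzyme-plus-DMSO high control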
Apaf-1 inh – inhibitors of human Apaf-1 apoptosome, primary screen, biochemical, DEVD-Rh110 fluorescence, uHTS | AID 489030, 2010 | inhibition, % at 20 µM | reconstituted apoptosome caspase-3 activity | Apoptotic protease-activating factor 1 (Homo sapiens), O14727 | 0.71% of 330,000 active; active = inhibition of at least 40% at 20 µM;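 also: plate controls were DMSO wells for no effect and DEVD-CHO caspase inhibitor wells for full effect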
Target sequence (O14727 whole entry, looked up): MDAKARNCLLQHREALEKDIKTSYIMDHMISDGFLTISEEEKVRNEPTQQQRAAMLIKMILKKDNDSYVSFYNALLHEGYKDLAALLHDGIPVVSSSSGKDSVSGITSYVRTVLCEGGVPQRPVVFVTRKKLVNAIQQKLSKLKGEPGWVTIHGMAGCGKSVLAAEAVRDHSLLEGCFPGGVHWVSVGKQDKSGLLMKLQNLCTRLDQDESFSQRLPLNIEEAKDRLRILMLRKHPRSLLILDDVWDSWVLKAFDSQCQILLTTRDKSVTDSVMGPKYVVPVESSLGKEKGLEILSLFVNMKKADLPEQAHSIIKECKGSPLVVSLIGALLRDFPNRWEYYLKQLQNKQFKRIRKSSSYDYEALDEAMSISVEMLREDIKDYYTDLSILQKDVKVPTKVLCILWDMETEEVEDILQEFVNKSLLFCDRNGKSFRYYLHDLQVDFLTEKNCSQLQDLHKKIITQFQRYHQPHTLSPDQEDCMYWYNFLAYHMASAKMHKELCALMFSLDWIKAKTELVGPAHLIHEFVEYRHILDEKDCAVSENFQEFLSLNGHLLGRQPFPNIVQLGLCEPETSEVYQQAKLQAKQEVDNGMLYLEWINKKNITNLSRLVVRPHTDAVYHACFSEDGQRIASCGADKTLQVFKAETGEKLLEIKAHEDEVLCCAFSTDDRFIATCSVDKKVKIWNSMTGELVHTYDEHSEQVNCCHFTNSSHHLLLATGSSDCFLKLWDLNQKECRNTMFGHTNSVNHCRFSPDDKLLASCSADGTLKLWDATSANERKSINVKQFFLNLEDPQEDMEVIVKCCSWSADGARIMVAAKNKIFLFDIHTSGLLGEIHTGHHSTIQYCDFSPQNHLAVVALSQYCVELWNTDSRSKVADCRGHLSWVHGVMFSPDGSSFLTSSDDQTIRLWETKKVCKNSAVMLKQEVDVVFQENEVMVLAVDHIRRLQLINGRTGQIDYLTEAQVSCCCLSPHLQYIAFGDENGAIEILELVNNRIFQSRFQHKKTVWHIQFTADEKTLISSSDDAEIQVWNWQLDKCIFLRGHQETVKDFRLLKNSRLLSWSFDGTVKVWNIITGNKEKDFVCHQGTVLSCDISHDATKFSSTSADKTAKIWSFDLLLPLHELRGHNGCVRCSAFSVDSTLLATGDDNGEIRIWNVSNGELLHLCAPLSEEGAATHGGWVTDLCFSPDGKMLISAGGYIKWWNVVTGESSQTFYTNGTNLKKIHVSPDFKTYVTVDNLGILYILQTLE
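Material: reconstituted apoptosome with Apaf-1, cytochrome c, caspase-9, procaspase-3, dATP. Technique: Rh110 fluorescence intensity. Buffer or medium: pH 7.5 Hepes buffer with CHAPS, BSA, DTT. Times: 30 min plus 50 min, RT.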
SENP7 inh – SENP7 protease inhibitors, primary screen, biochemical, luminescence, uHTS | inhibition, % at 5 µM | recombinant SENP7, Z-RLRGG-aminoluciferin luminescence, 40 min | 1.5% of 330,000 active | Sentrin-specific protease 7 (Homo sapiens), Q9BQF6;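 active = inhibition above about 50% at the single test dose, limit read from the data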;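 also: plate controls were DMSO with enzyme for no effect and no enzyme buffer wells for full effect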
SENP8 block-2 – SENP8 protease inhibitors, primary screen, biochemical, luminescence. inhibition, % at 10 µM. Sentrin-specific protease 8 (Homo sapiens), Q96LD8. AID 2540, 2010. purified SENP8, Z-RLRGG-aminoluciferin cleavage. 1.2% of 330,000 active; in the data active = inhibition above about 50%
PfGluPho inh – PfG6PD enzyme inhibitors, primary screen, biochemical, fluorescence intensity, uHTS | glucose-6-phosphate dehydrogenase-6-phosphogluconolactonase (Plasmodium falciparum 3D7) | PfGluPho enzyme, NADPH resazurin-diaphorase fluorescence | inhibition, % at 20 µM | 0.78% of 350,000 active;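 active = inhibition reaching at least a set limit at 20 µM in the primary screen, cut at about 59% in these data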;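 also: 0% = DMSO wells with substrate and 100% = DMSO wells lacking glucose-6-phosphate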
HKDC1 inh – HKDC1 hexokinase inhibitors, primary screen, biochemical, fluorescence, uHTS; Q2TB90; recombinant HKDC1, G6PDH/diaphorase resazurin coupled fluorescence; inhibition, % at 20 µM; 0.16% of 340,000 active;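 active = inhibition above about 35% when tested at 20 µM, limit read from the data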;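 also: plate controls were DMSO wells with enzyme for no effect and DMSO wells lacking enzyme for full effect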
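Test system: HK5 enzyme. Quantity: 5 µg/mL HK5 final. Reagent: glucose and ATP substrates. Schedule: 90 min reaction incubation at room temperature, dark. Technique: resazurin-to-resorufin fluorescence via G6PDH and diaphorase coupling, 525/613 nm. Control set: DMSO wells with and without enzyme mix.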
NALP3 yeast inh – NALP3 inflammasome inhibitors in reconstituted yeast, primary screen, luminescence, uHTS; AID 2825, 2010; Yeast reconstituted NLRP3/ASC/caspase-1, beta-gal luminescence, 24 h; 0.39% of 330,000 active; inhibition, % at 10 µM;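 active = inhibition of 50% or more; inactive = inhibition below 50%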;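 also: plate controls were induced DMSO wells for no effect and uninduced yeast grown without galactose for full effect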
An asterisk follows results filed as active; i = inactive; . = no result given.

SMILES	SENP8 block-1	SENP6 block	SENP1 FRET inh	Apaf-1 inh	SENP7 inh	SENP8 block-2	PfGluPho inh	HKDC1 inh	NALP3 yeast inh
CCc1nnc(NC(=O)c2ccc(S(=O)(=O)N(C)Cc3ccccc3)cc2)o1	5.5	-7.2	1.5	-1.5	-4.0	1.3	-38.6	-3.0	8.3
COc1ccc(/C=N/OC(=O)Nc2ccccc2OC)cc1	18.5	42.5	0.2	7.9	81.0*	72.0*	0.3	2.5	31.6
OC1CCN(c2ncnc3nc[nH]c23)CC1	3.9	-1.8	0.2	0.5	0.7	3.2	-12.3	-0.3	11.3
Cc1cc(NS(=O)(=O)c2ccc(NC(=O)c3ccccc3F)cc2)no1	10.9	-19.5	-0.5	-4.1	2.3	-1.3	-27.8	-3.8	9.0
COC(CNC(=O)c1cn(C)c2ccc(S(=O)(=O)N3CCOCC3)cc2c1=O)OC	23.2	7.0	2.4	-6.3	3.8	8.2	2.9	-3.9	10.3
O=C(CSc1ncn[nH]1)Nc1nnc(-c2ccccc2)s1	-12.5	-0.6	1.7	4.6	4.4	-11.1	-18.8	5.6	-12.6
CCOCc1c(C(=O)OCC(=O)Nc2ccccc2C(N)=O)oc2ccccc12	-39.2	6.1	2.9	1.4	2.7	8.9	1.2	-4.1	17.2
CC(C)(C)c1ccc(CNc2cc(N3CCOCC3)ccc2[N+](=O)[O-])cc1	33.3	-8.2	2.9	23.7	-4.5	1.1	-9.2	0.4	14.8
Cn1cccc1/C=N/n1c(-c2ccco2)n[nH]c1=S	17.0	-11.8	2.6	-8.9	1.1	-3.7	16.5	-3.6	17.7
COc1cccc(CNC(C)C(=O)Nc2ccc3c(c2)OCCO3)c1 (stereo unspecified)	17.6	-17.5	-1.9	-5.6	-5.2	-2.9	-5.8	-3.7	3.3
CC(C)(C)OC(=O)NCCCC[C@H](NC(=O)c1nc[nH]c1C(=O)NCc1ccc(CNC(=O)OC(C)(C)C)cc1)C(=O)OC(C)(C)C	-0.4	8.4	-1.7	25.2	2.0	2.4	8.1	0.3	0.9
O=C(Nc1ncc([N+](=O)[O-])s1)c1cccc([N+](=O)[O-])c1	29.2	96.1*	-66.5	7.0	100.7*	97.3*	103.0*	1.6	24.9
COc1ccccc1C(=O)COC(=O)c1ccccc1OCC(=O)Nc1ccc(SC(F)F)cc1	7.4	-5.8	2.9	-1.0	3.3	-1.5	5.6	-9.7	-2.4
Cc1cc(C)n(-c2nc3ccccc3nc2Nc2ccc3[nH]c(=O)[nH]c3c2)n1	13.3	-7.0	-14.2	4.4	19.6	-6.7	1.0	-9.1	0.6
NCCN=C1NS(=O)(=O)c2ccccc21	5.0	-31.0	1.5	-8.7	-0.3	11.0	-7.2	-10.9	6.2
CCOc1cc(C(=O)Nc2cc(C)ccc2C)ccc1OCC(=O)N1CCCCC1	8.6	-8.8	1.6	4.2	-4.0	-12.4	3.6	-6.2	5.2
O=c1ccc(S(=O)(=O)N2CCCC2)c[nH]1	12.1	-4.1	0.8	-8.5	7.4	-3.1	-5.6	-5.4	5.8
Oc1ccc(Cc2ccc(Cl)cc2)c(O)c1	4.3	3.5	1.7	10.6	8.1	0.9	23.5	3.9	-3.0
COc1cccc(OC)c1C(=O)NC(C)CCc1ccccc1 (stereo unspecified)	15.7	13.1	1.4	-0.5	-4.1	3.6	-8.0	-6.7	5.2
CC1=C(C(=O)Nc2ccccc2)C(c2cccc([N+](=O)[O-])c2)Nc2nc3ccccc3n21 (stereo unspecified)	12.9	16.4	0.5	22.4	1.2	-1.5	-5.4	-5.2	23.3
O=C(Nc1ccc(F)cc1)c1ccccc1NC(=O)C1CC=CCC1C(=O)O (stereo unspecified)	-11.7	15.0	-1.4	4.0	-11.7	-4.0	-10.5	-0.8	13.4
O=C(NC1CCCC1)c1cc(=O)[nH]c2ccccc12	-128.8	-13.6	-0.8	0.6	-15.1	-10.0	-4.9	-4.7	-11.9
CCCc1cc(=O)oc2cc(OCC(=O)Nc3ccc(CN4CCOCC4)cc3)c(Cl)cc12	-85.3	-8.3	0.8	13.1	13.3	-5.9	-7.6	5.2	-3.8
Nc1ncc(Br)cc1Br	10.9	-10.0	0.0	-4.7	2.0	-5.3	-19.8	-7.0	-3.1
CCC(C)NC(=O)C1CCN(C(=O)COc2ccc3c4c(c(=O)oc3c2C)CCCC4)CC1 (stereo unspecified)	-300.5	-8.4	0.7	5.7	-10.1	-5.9	-20.4	-5.0	4.1
CC(=O)c1c(N2CCN(c3ccc(F)cc3)CC2)nc(=S)n(Cc2ccccc2)c1C	13.5	-2.2	-74.5	12.3	1.1	-8.3	5.2	-0.8	19.7
C=CCn1c(CNc2ccc(C)cc2)nnc1SCC(=O)N/N=C/c1ccc(O)cc1	29.0	-10.2	0.8	2.8	-2.8	-2.3	-4.5	-0.3	19.4
COC(=O)[C@]1(Cc2ccccc2)N[C@H](CN(C)C(C)=O)[C@@H]2C(=O)N(C)C(=O)[C@@H]21	6.3	-11.4	1.3	-10.9	0.0	8.9	10.6	-2.2	0.1
O=C(OCCCCN1C(=O)c2ccccc2C1=O)c1ccc(S(=O)(=O)N2CCCC2)cc1	20.9	-8.0	1.2	12.2	-4.5	-2.4	9.0	-4.1	30.0
CCOC(=O)c1cc(C#N)c(SC)nc1C	20.8	2.7	-0.3	-16.5	0.9	7.1	-1.8	-4.0	17.0
COC(=O)c1cccc(S(=O)(=O)N(Cc2ccco2)Cc2cc3cc(OC)c(OC)cc3[nH]c2=O)c1	-289.4	13.9	2.8	-5.7	-1.2	7.8	12.6	6.9	7.1
Cc1cc(N2CCOCC2)nc2ccc(NC(=O)C3CCC(C)CC3)cc12 (stereo unspecified)	-313.5	20.7	-3.1	19.7	13.7	0.5	0.4	4.1	31.6
S=C(Nc1ccccc1)N1CCn2c1nc1ccccc12	21.9	-8.8	1.8	-14.0	-5.7	-8.2	2.2	0.3	33.4
COc1ccc(-c2cc(C3CC3)nc3sc(C#N)c(N)c23)cc1	-371.5	-0.4	-17.7	12.6	-3.0	-5.3	21.0	-0.7	27.8
COc1cccc(CNC(=O)C2=C(C)C(=O)OC23CCC(C)CC3)c1 (stereo unspecified)	7.5	3.6	1.1	15.0	1.4	5.8	-12.0	-2.7	14.0
CC(Sc1ncn[nH]1)C(=O)Nc1ccc(Cl)cn1 (stereo unspecified)	12.4	15.3	0.6	1.6	11.0	8.4	10.5	8.9	6.4

2 entries from above, with bars between the fields.
mol | SENP8 block-1 | SENP6 block | SENP1 FRET inh | Apaf-1 inh | SENP7 inh | SENP8 block-2 | PfGluPho inh | HKDC1 inh | NALP3 yeast inh
C=CCn1c(CNc2ccc(C)cc2)nnc1SCC(=O)N/N=C/c1ccc(O)cc1 | 29.0 | -10.2 | 0.8 | 2.8 | -2.8 | -2.3 | -4.5 | -0.3 | 19.4
COC(=O)[C@]1(Cc2ccccc2)N[C@H](CN(C)C(C)=O)[C@@H]2C(=O)N(C)C(=O)[C@@H]21 | 6.3 | -11.4 | 1.3 | -10.9 | 0.0 | 8.9 | 10.6 | -2.2 | 0.1

Remaining list, next part.
SMILES	SENP8 block-1	SENP6 block	SENP1 FRET inh	Apaf-1 inh	SENP7 inh	SENP8 block-2	PfGluPho inh	HKDC1 inh	NALP3 yeast inh
CCn1c(SCC(=O)N2CCN(c3ccccc3F)CC2)nnc1-c1ccoc1C	0.5	-21.6	0.2	10.8	-5.9	-2.3	13.2	-1.8	11.3
C=CCN(Cc1nc(-c2ccccc2)no1)C(=O)c1ccoc1C	-0.7	7.5	-1.6	3.9	-6.0	9.0	-1.5	-2.4	13.8
COc1ccc(/C=N/NC(=O)c2ccn[nH]2)cc1CN1CCOCC1	8.6	-17.1	0.1	4.0	-6.9	-2.7	-4.7	-1.6	14.0
CC(=O)c1ccc(NC(=O)/C(=C\c2ccccc2)NC(=O)/C=C/c2ccccc2)cc1	16.5	-3.9	1.8	11.2	1.7	6.4	-8.8	-1.9	5.2
CCOC(=O)[C@H]1O[C@@H]1C(=O)N[C@@H](CC(C)C)C(=O)NCCC(C)C	14.1	1.2	2.8	-4.5	10.8	-5.1	-7.6	-6.9	-3.3
CCCC(=O)Nc1ccc(C(=O)Nc2nnc(COC)s2)cc1	12.8	3.2	-0.1	-4.2	2.8	1.1	7.0	-7.8	9.0
Cc1cnc(C(=O)OCC(=O)Nc2oc(-c3ccccc3)c(-c3ccccc3)c2C#N)cn1	-16.9	-9.5	-4.0	7.9	6.4	4.6	-14.9	9.5	-14.7
NC1=NC[C@@H](CC2CCCCC2)N1CCc1cc(C(F)(F)F)cc(C(F)(F)F)c1	3.6	-42.2	-0.4	78.7*	-5.4	-4.9	22.1	1.6	1.9
Clc1cccc(N2CCN(CCCN3CCN(c4ccccc4)CC3)CC2)c1	12.3	.	0.8	.	.	.	4.5	-7.3	.
O=C(N/N=C/c1ccc2cccc(OCc3ccccc3)c2n1)c1ccc(Cl)cc1	-342.1	-16.4	-8.3	26.3	3.8	-3.5	13.0	-1.0	21.7
COC(=O)c1ccccc1NC(=O)CN1CCCCC1	16.8	-11.3	4.3	-2.2	-6.4	-10.6	-8.2	-3.9	10.2
CN1CCC(OC(=O)c2cc3cc(Br)ccc3oc2=O)CC1	-15.5	11.9	-10.8	-0.1	-5.6	-10.9	-12.2	3.0	11.3
CCOc1nc(OCC)nc(N2CCC(C)CC2)n1	14.3	-25.0	3.6	2.2	-10.0	-1.0	-0.6	-4.4	3.7
CCOc1ccc(C(=O)NC(=S)Nc2ccc(NC(=O)c3ccco3)cc2)cc1[N+](=O)[O-]	16.5	0.9	3.0	-5.6	-6.4	0.8	17.5	-7.0	22.1
O=C(NC1=NCCS1)c1ccc(Cl)s1	9.9	0.8	-5.4	-4.7	-10.7	-18.2	-10.1	6.7	20.9
COc1ccc(-c2nnc(NC(=O)c3ccc(S(=O)(=O)N4CCCc5ccccc54)cc3)o2)cc1	27.7	-0.5	0.3	24.0	5.3	1.7	-32.4	-2.5	5.1
CCOC(=O)c1cnc(-n2nc(C)cc2C)nc1Nc1cccc(C(=O)O)c1	5.3	3.2	0.1	14.7	9.0	4.4	-2.9	5.0	16.1
COC(=O)[C@H](C)NC(=O)Nc1ccc(OC)cc1OC	13.5	-21.1	0.4	1.6	-2.6	-4.0	-3.8	-3.0	-10.2
COc1ccc(CC(=O)N(C)C2CCCCC2)cc1S(=O)(=O)N1CCOCC1	12.3	-6.4	4.7	3.8	2.4	1.4	1.5	-0.4	-8.5
COc1cc(-c2ccc3sc(-c4ccsc4)c(C#CCO)c3c2)cc(OC)c1OC	i	-15.5	-15.5	14.2	-9.4	-8.2	17.5	-0.5	25.9
Cc1ccc(Nc2c(F)c(F)c(F)c(F)c2C(=O)O)cc1	8.6	-6.7	0.3	-0.9	-3.2	2.5	-17.9	-6.8	11.8
